RAD54 branch = inhibitors of human RAD54 branch migration. Q92698. RAD54 Holliday junction branch migration, FAM/BHQ fluorescence. inhibition, % at 10.4 µM. 360,000 tested, 0.14% active. AID 602329;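 active means mean normalized replicate activity at least 40 and at least half of replicates scoring 40 or more; inconclusive means only one of the two criteria met; inactive means mean below 40 and under half of replicates reaching 40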;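 further: 0% = median of neutral control wells and 100% = median of positive control wells; inhibitors cause a drop in the FAM fluorescence signal; in these data hits start at about 50%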
E-selectin induc = E-selectin induction on HUVECs; P16581; HUVEC E-selectin immunofluorescence imaging; normalized: neutral wells 0, TNF-alpha wells 100; 260,000 tested, 0.37% active; AID 686992; activation, % at 7.58 µM;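 active means mean E-selectin-positive cell signal at least 10% of the positive control, reached in at least 60% of replicates, without over 20% cell loss; inconclusive means no rule given, readout overlaps actives, possibly toxicity-flagged; inactive means the rest, including those meeting only one limit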;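 further: in these data hits start at about 27%; measured in HUVEC primary endothelial cells; signal is the percent of cells scored E-selectin positive by PE staining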
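material = human umbilical vein endothelial cells (HUVEC), E-selectin induction | quantity = 3,000 cells/well | medium = EGM-2 growth medium on 0.1% gelatin-coated wells | technique = immunofluorescence imaging | read-out basis = % PE-positive cells | control set = TNF-alpha positive control, DMSO neutral control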
ERAP1 inh = inhibitors of human ERAP1 aminopeptidase | Q9NZ08 | recombinant ERAP1, Leu-AMC fluorescence, 60 min | inhibition, % at 10.7 µM | 340,000 tested, 0.15% active | AID 652197;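 active means mean replicate inhibition of at least 30%, or all replicates individually reaching that 30% level; inactive means mean below 30% and not every replicate reaching it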;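 further: 0% = neutral control wells and 100% = L-leucinethiol positive control wells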
Target sequence (Q9NZ08 whole entry, looked up): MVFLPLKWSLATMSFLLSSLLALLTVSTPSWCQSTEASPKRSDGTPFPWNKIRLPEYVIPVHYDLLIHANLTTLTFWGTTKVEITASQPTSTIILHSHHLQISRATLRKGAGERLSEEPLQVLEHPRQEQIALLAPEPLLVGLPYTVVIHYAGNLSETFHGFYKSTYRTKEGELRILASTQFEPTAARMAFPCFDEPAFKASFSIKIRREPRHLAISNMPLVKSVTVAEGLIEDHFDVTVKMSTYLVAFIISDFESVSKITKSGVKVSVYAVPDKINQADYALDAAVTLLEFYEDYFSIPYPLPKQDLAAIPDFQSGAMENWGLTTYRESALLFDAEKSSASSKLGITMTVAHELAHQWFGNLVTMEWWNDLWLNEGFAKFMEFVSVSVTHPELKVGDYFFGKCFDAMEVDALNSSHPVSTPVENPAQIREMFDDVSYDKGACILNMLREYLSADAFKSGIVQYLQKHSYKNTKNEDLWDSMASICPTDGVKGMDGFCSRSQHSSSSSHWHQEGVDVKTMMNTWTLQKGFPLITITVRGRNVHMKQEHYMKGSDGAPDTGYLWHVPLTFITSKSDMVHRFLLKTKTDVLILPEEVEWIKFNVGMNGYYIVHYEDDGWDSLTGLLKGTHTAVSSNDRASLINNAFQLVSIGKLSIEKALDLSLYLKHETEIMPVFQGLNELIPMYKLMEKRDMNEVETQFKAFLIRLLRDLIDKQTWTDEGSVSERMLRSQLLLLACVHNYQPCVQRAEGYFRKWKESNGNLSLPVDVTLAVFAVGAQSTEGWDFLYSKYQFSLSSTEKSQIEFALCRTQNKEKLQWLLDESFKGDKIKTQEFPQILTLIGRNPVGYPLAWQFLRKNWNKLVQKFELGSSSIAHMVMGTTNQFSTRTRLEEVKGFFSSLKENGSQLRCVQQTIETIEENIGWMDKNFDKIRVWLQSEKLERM
ERp5 inh = ERp5 (human) disulfide isomerase inhibition. ERp5 insulin aggregation, absorbance 650 nm, 90 min. inhibition, % at 9.99 µM. 350,000 tested, 0.05% active. AID 651711;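 active means mean replicate inhibition above about 25%, with every replicate also reaching it, limit read from the data, passing the limit was not always enough; inconclusive means only one of those two criteria met; inactive means neither criterion met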
esBAF inh = blocks esBAF chromatin remodeling in mouse ES cells | Bmi1-luciferase knock-in reporter, 24 h; 100% = twice the neutral-well signal | reporter increase, % at 12.5 µM | 350,000 tested, 2% active; in the data active means activation above about 40%; inconclusive means no clear call, values can overlap the other calls;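 further: 0% = median of the plate's neutral control wells and 100% = double that signal; a rise in the Bmi1 reporter signal indicates esBAF inhibition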
S100A4 MyoIIA = inhibitors of human S100A4 binding to myosin IIA peptide; P26447; S100A4/TAMRA-MyoIIA peptide fluorescence polarization; inhibition, % at 10.7 µM; 360,000 tested, 0.14% active;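 active means mean inhibition of at least 70% across replicates, with every replicate also reaching that level; inconclusive means mean inhibition reaches 70% but some replicates fall short; inactive means mean inhibition below 70%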
Target sequence (P26447 whole entry, looked up): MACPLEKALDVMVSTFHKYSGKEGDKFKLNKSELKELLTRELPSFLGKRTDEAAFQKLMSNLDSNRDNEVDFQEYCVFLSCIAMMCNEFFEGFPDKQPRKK
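assay system = human S100A4 monomer with TAMRA-labelled myosin IIA peptide | also added = labelled myosin peptide probe, 5 nM | incubation = 5 min between mix addition and reading | control set = DMSO and TFP controls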
Xi reactivation = reactivates the inactive X chromosome in mouse fibroblasts. XiGFP mouse fibroblasts, % GFP-positive cells imaging, 3 d; cells co-treated with 5-aza-dC sensitizer; scaled so ellipticine positive control = 100%. activation, % at 7.58 µM. 360,000 tested, 0.055% active;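 active means mean normalized replicate activation at least 10% and every replicate at or above 10%; inconclusive means only one of the two criteria met; inactive means mean below 10% and not all replicates reach 10%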;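 further: 0% = median of on-plate neutral control wells and 100% = ellipticine 6 µM median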
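Assay system – SV40-immortalized XiGFP fibroblast cells, line 68-5-11 · Buffer or medium – DMEM supplemented with 5-aza-dC as sensitizing agent · Dosing – one concentration, pinned · Benchmarks – positive control ellipticine, 6 µM final · Times – 3 days compound exposure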
RAD52 anneal inh = RAD52 (human) annealing inhibition; inhibition, % at 18.7 µM; recombinant RAD52 DNA annealing, FRET fluorescence; P43351; AID 651710; 360,000 tested, 0.46% active;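 active means every replicate showing at least 50% inhibition; inconclusive means mean inhibition at least 50% but not in every replicate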
* marks the source's active call; other numbers are inactive results; ? = inconclusive; · = no result given; & = joins results of further samples. Compounds were not picked by outcome; 2.5% or so of the library scored in one or more.

SMILES	RAD54 branch	E-selectin induc	ERAP1 inh	ERp5 inh	esBAF inh	S100A4 MyoIIA	Xi reactivation	RAD52 anneal inh
C[C@@H]1CN([C@@H](C)CO)C(=O)c2cc(NC(=O)NC3CCCCC3)ccc2O[C@@H]1CN(C)C(=O)Nc1ccc(C(F)(F)F)cc1	-1	0.0	2	-4	-7	-1	0.2	-18
CCN(CC)C(=O)N1CCN(C)CC1	6	0.7	0	3	-3	-2	0.2	-15
C[C@H](CO)N1C[C@H](C)[C@H](CN(C)Cc2ccc(C(=O)O)cc2)Oc2ccc(NC(=O)Nc3ccc4c(c3)OCO4)cc2C1=O	-3	·	0	1	10	-8	0.2	3
C[C@@H]1CCCCO[C@H](CN(C)C(=O)Nc2cccc3ccccc23)[C@@H](C)CN([C@H](C)CO)C(=O)c2cc(NC(=O)C3CCCCC3)ccc2O1	2	2.0	0	-2	3	-6	-1.0	-12
C/C(=N\NC(=O)Cn1nc(C)c([N+](=O)[O-])c1C)c1ccco1	1	-0.1	·	5	·	-3	0.0	-15
COc1ccc(Cl)cc1C(Nc1cccnc1)c1ccc2cccnc2c1O (configuration not stated)	·	·	5	0	·	-4	0.0	-11
Cc1onc(-c2c(F)cccc2Cl)c1C(=O)NC1CC1	-1	-0.1	2	-1	-6	-2	0.0	-5
O=C(NCC(F)(F)F)[C@@H]1[C@@H](CO)[C@@H]2Cn3c(cccc3=O)[C@H]1N2C(=O)C1CC1	3	-0.3	0	1	3	31	0.0	7
CC(=O)O[C@@H]1C[C@H]2C(C)=C[C@H]3OC(=O)[C@@H](C)[C@H]3C[C@H]2[C@]1(C)O	-5	1.3	4	-3	1	6	0.0	-13
CN(C)C(=O)c1cccc(-c2ccc([C@@H]3[C@@H](C#N)N(C(=O)C4CC4)[C@@H]3CO)cc2)c1	2	0.5	-2	-1	-5	-6	0.0	5
S=C1Nc2ccccc2Sc2ccc(Cl)cc21	3	·	6	2	·	13	0.3	-6
COc1ccc(OC)c(Nc2nc(N)nc(CCl)n2)c1	-6	-0.3	-4	5	-2	-1	0.1	3
CN(C)/C=C/C(=O)c1ccn(S(=O)(=O)c2ccccc2)c1	1	0.0	-3	2	0	-1	0.0	-54
CCOC(=O)/C(C#N)=C/c1c(N2CCN(C)CC2)nc2ccccn2c1=O	4	-0.1	3	6	0	-3	0.2	-15
COc1ccc(C(=O)NC(=S)NNC(=O)CNC(=O)C2CCCCC2)cc1	·	7.7	2	-2	·	-18	-0.1	-8
C[C@@H]1CN([C@H](C)CO)C(=O)c2cc(NS(=O)(=O)c3cn(C)cn3)ccc2O[C@@H]1CN(C)S(C)(=O)=O	1&-4	-5.5&-0.1	-1&1	5&-3	1&-8	7&3	-0.1&0.0	5&-7
CN(C)c1ccc(NC(=O)COC(=O)c2cc(Cl)ccc2[N+](=O)[O-])cc1	-8	·	0	-8	-9	-3	0.2	3
NC(=O)CN1CCN(C(=O)NC2CCCCC2)CC1	-11	0.7	·	1	-10	6	0.4	-2
CC1CCN(C(=O)c2[nH]cnc2C(=O)NC2CCN(C(=O)OC(C)(C)C)CC2)CC1	-2	0.0	·	3	-2	-2	0.1	-13
COC(=O)CN1C(=O)c2cccc3cccc1c23	-12	-0.7	3	0	-5	0	0.0	-7
CCCC(=O)N1CC2(C1)CN(Cc1ccccc1F)[C@H](CO)c1c2c2ccc(OC)cc2n1C	·	-0.1	-12	-2	·	20	0.1	-47
c1ccc(-c2ccc(C3[C@H]4CNC[C@@H]3N4Cc3ccccn3)cc2)cc1 (some centres not stated)	·	0.3&0.2	-1&-2	-2&-2	·	26&5	0.1&0.1	-22&17
C#CCNC(=O)C[C@@H]1C[C@@]2(C(=O)OCC)CCCC=C2N(Cc2ccco2)C1=O	·	·	-2	3	·	0	0.1	-7
O=C(C1CCCC1)N1CCN(S(=O)(=O)c2ccc(Cl)cc2)CC1	-11	·	3	5	3	-2	0.2	5
CO[C@@H]1CN(C)C(=O)c2ccc(NC(C)=O)cc2OC[C@H](C)N(Cc2ccccn2)C[C@H]1C	-1	0.2	-2	4	0	-2	0.7	6

The results go on:
SMILES	RAD54 branch	E-selectin induc	ERAP1 inh	ERp5 inh	esBAF inh	S100A4 MyoIIA	Xi reactivation	RAD52 anneal inh
C[C@@H]1CCCCO[C@@H](CN(C)S(=O)(=O)c2cccs2)[C@H](C)CN([C@@H](C)CO)C(=O)c2cc(NC(=O)Nc3ccc(F)cc3)ccc2O1	-4	0.4	1	0	3	-6	-0.4	-18
Cc1ccc(NC(=S)NC(=O)c2ccc(-c3ccc(Cl)cc3)o2)c(O)c1	·	1.1	-3	0	·	1	0.0	-16
Cc1csc(SCC(=O)NCc2cccs2)n1	·	·	14	5	·	14	·	-6
CC(O)(CS(=O)(=O)Cc1ccccc1)c1ccc(Cl)cc1 (configuration not stated)	5	0.2	4	3	-2	-3	0.8	10
N#Cc1ccc(-c2ccc(C3[C@@H]4CN(C(=O)C5CCC5)C[C@H]3N4)cc2)cc1 (some centres not stated)	·	-0.8&0.1	2&3	0&6	·	-3&-26	-0.1&0.1	25&-21
COC(=O)C1CN(C(=O)C(C)Oc2cc(C)ccc2C(C)C)c2ccccc2O1 (configuration not stated)	-5	0.0	0	2	3	-9	0.1	-11
CN1CCN(C(=O)c2cc(=O)c3cc(Cl)cc(Cl)c3o2)CC1	2	0.5	-1	1	-5	10	0.0	3
O=S(=O)(c1ccc(NC(=S)NCc2ccc(F)cc2)cc1)N1CCOCC1	7	·	0	5	-4	?	0.1	-17
Cc1cc(C)n(-c2ccc(C(=O)OCC(=O)NCc3ccc(Cl)cc3)cc2)n1	·	·	0	0	3	2	0.4	-23
O=C(N/N=C/c1cccnc1)c1ccc(NC(=O)c2ccccc2Cl)cc1	-1	·	0	0	5	-8	0.3	-9
Cc1cccc(S(=O)(=O)NC(=O)C2(C)CCN2C(=O)Cc2ccc(Cl)cc2Cl)c1 (configuration not stated)	-5	-0.3	2	-1	-1	-6	-0.1	-2
O=C(NC(=S)Nc1cccnc1Cl)c1ccco1	·	·	-1	-2	3	-5	-0.1	-3
C[C@H]1CCCCO[C@H](CN(C)C(=O)CCCN(C)C)[C@@H](C)CN([C@@H](C)CO)C(=O)c2cc(NS(=O)(=O)c3ccc(Cl)cc3)ccc2O1	8	0.2	-4	0	2	-1	0.0	39
COc1ccc(NC(=O)N(C)C[C@H]2Oc3ncc(C4=CCCC4)cc3C(=O)N([C@H](C)CO)C[C@H]2C)cc1	6	0.1	2	4	6	1	-0.3	5
C[C@H]1CCCCO[C@H](CN(C)Cc2ccc(Cl)c(Cl)c2)[C@@H](C)CN([C@@H](C)CO)C(=O)c2cc(NC(=O)Nc3ccc4c(c3)OCO4)ccc2O1	-8	0.6	-3	-2	-8	1	0.2	6
CC(C)N(CC#CCC1(O)c2ccccc2-c2ccccc21)CCO	2	·	-1	1	-11	5	·	3
CCC(=O)N1C[C@H](C)[C@@H](OC)CN(C)C(=O)c2ccc(NC(=O)c3cnccn3)cc2OC[C@@H]1C	·	0.3	0	5	·	0	0.1	6
Cc1ccc(S(=O)(=O)N(C)c2ccc(OCC(=O)Nc3ccc(S(C)(=O)=O)cc3)cc2)cc1	-5	0.0	0	2	-4	-1	0.2	-36
CN(C)C(=O)C[C@@H]1C[C@H]2c3cc(NC(=O)C4CCC4)ccc3O[C@H]2[C@@H](CO)O1	-3	-0.1	0	11	6	1	0.1	-1
CC(C)NC(=O)N1[C@H](C#N)[C@@H](c2ccc(C#CC3CC3)cc2)[C@@H]1CO	-12	0.1	-1	?	-5	-11	0.3	-28
CC(C)(C)[S@](=O)N1Cc2cc(C(=O)N3CCOCC3)nc(-c3cccc(-c4ccc(C#N)cc4)c3)c2[C@@H]1CCO	3	0.4	2	3	-5	-26	0.0	-23
O=C(Nc1cc(F)ccc1F)N[C@H]1CC[C@H](CCn2cc(C3CCCC3)nn2)O[C@@H]1CO	·	0.2	1	0	·	13	0.4	-4
CCN(CC(=O)Nc1ccc(NC(C)=O)cc1)C(=O)CCN1C(=O)c2cccc([N+](=O)[O-])c2C1=O	-2	-0.6	7	5	-4	-3	0.2	-10
Cc1noc(C)c1-c1nc(CSc2ccccc2)no1	·	·	-9	3	28	4	-0.1	0
O=C(NCc1ccccc1)c1cc(C2COCCN2C(=O)C/C=C/c2ccccc2)on1 (configuration not stated)	7	-0.3	-7	2	-1	13	0.1	-6

(next part)
SMILES	RAD54 branch	E-selectin induc	ERAP1 inh	ERp5 inh	esBAF inh	S100A4 MyoIIA	Xi reactivation	RAD52 anneal inh
CCC(=O)N(C)C[C@H]1Oc2cc(-c3ccccc3F)ccc2S(=O)(=O)N([C@H](C)CO)C[C@H]1C	4&0&0	-1.3&-0.2	-1&3&3	-1&-3&4	5&8&4	9&0&7	-1.2	-13&-6&5
Cc1ccc(NC(=O)CSc2nnc(-c3ccncc3)o2)cc1C	·	·	-3	4	·	-3	0.0	-6
Cc1ccc(NC(=O)COC(=O)C2CSC3(C)CCC(=O)N23)cc1S(=O)(=O)N1CCOCC1 (configuration not stated)	·	·	4	8	·	6	-1.1	-10
O=S(=O)(NCC[C@H]1CC[C@@H](NS(=O)(=O)c2cccc(Cl)c2)[C@H](CO)O1)c1cccc(F)c1	-2	-0.1	2	-9	2	2	0.7	5
CS(=O)(=O)N1CC(=O)N2[C@@H](CO)[C@H](c3ccc(C#Cc4cccc(F)c4)cc3)[C@@H]2C1	·	-0.2	0	-1	·	6	0.1	-44
O=C(CSc1nnc2ccc(-c3ccc(F)cc3)nn12)N1CCCC1	·	0.7	34*	-5	·	1	-0.1	-6
C/C=C/c1ccc2c(c1)O[C@H](CN(C)C(=O)c1ccc(F)cc1)[C@@H](C)CN([C@@H](C)CO)S2(=O)=O	-5	-0.2	0	-2	3	-7	-1.2	14
CS(=O)(=O)c1ccc(Cl)c(NC(=O)CCNC(=O)c2ccco2)c1	-7	-0.2	5	-1	-7	-1	0.0	-6
CS(=O)(=O)N1CCC(C(=O)Nc2ccc(Cl)c(Cl)c2)CC1	·	·	1	-6	·	4	0.1	-5
CC(=O)NCCNC(=O)C1(C)Cc2c(-c3cccc(C(F)(F)F)c3)ccnc2O1 (configuration not stated)	0	-0.3	2	0	-2	-2	0.2	-11
CN1CCN(C(=O)C[C@H]2C[C@H]3c4cc(NS(C)(=O)=O)ccc4O[C@H]3[C@H](CO)O2)CC1	10	0.7	0	3	0	20	0.1	15
O=C(Cn1nc(-c2cccc([N+](=O)[O-])c2)c2ccccc2c1=O)NCC1CCCO1 (configuration not stated)	·	·	0	-8	13	0	0.1	-20
Cn1cc(CNC(=O)c2ccc(OC3CCN(Cc4ccccn4)CC3)cc2)cn1	2	·	4	-6	-16	13	0.1	-15

Source: PubChem
